Bioassay records (PubChem)
Mito fusion yeast: mitochondrial division inhibition or fusion activation; S. cerevisiae fusion-defective mutant growth rescue, CellTiterGlo 48 h; Potency, µM (doses to about 46.1 µM), for the others: top-dose growth rescue (activation), most hits filed as activators; 0.23% of 320,000 active; AID 485298;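 note: potency is the fitted concentration of half-maximal effect; % of control where 0% means no effect; nearly all actives have a fitted effect of over 45% in size; temperature-sensitive fusion mutants such as fzo1-1 at 37 °C on non-fermentable ethanol glycerol medium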
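Luminescent cell viability in 1536-well qHTS format served as the measure of rescued growth in ts fusion-mutant S. cerevisiae cultured on non-fermentable YPEG for 48 hours at 37C.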
TSHR antagonist: antagonists of human thyroid stimulating hormone receptor. P16473. TSHR-expressing cells, TSH-stimulated cAMP HTRF, 2 h; stronger effect = lower value. activity change, negative = inhibition, % at 11.5 µM. 0.2% of 330,000 active. AID 504810;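 active = activity change below a set negative limit, meaning inhibition stronger than a set level, cut at about -70% in these data; inconclusive = activity change between two set negative limits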; note: % is set by controls: 0 for no effect and ±100 for the full control effect
Target sequence (P16473 whole entry, looked up): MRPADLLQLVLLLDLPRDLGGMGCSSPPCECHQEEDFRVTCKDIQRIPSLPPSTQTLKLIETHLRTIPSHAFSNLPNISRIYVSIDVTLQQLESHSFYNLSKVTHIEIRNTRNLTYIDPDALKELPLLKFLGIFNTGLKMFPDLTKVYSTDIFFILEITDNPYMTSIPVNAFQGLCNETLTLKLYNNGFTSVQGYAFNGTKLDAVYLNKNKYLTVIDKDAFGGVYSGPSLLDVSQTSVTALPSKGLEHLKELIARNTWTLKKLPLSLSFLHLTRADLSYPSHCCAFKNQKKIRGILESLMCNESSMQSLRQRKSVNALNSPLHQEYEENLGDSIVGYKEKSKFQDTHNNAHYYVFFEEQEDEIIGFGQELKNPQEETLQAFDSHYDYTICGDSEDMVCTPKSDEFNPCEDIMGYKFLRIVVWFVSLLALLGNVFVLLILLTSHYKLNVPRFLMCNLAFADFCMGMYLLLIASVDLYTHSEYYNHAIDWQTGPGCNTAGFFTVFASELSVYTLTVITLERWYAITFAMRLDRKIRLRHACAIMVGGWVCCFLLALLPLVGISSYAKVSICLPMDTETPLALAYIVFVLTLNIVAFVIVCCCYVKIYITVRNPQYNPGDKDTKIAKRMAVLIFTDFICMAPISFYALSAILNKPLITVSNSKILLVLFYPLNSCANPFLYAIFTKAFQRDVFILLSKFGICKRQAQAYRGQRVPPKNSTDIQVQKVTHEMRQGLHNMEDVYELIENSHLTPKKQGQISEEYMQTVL
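Antagonism was scored as loss of TSH-driven cAMP in TSHR cells, stimulated with 4nM TSH (EC80) for 2 hours at 37 deg C and detected by homogeneous HTRF competition immunoassay.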
Eya2 phos inh: inhibitors of human Eya2 phosphatase activity | O00167 | recombinant Eya2, OMFP fluorescence dephosphorylation (OMFP is methylfluorescein phosphate) | Potency, µM (doses to about 76.9 µM), without a hit: top-dose activity, negative = inhibition, most hits filed as inhibitors | 0.006% of 330,000 active; note: potency is the fitted concentration of half-maximal effect; % is set by controls: 0 for no effect and ±100 for the full control effect
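Eya2 (0.2 uM) preincubated 10 min at ambient with compound, then OMFP substrate added at 50 uM; 10 min reaction in 50 mM HEPES pH 7.5, 50 mM NaCl, 5 uM MgCl2, 0.05% BSA, 1 mM DTT. Fluorescence read at Ex 485/Em 525 nm.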
USP2a inh: USP2a (human) protease inhibition. Potency, µM (doses to about 38.3 µM), for inactives: at the top dose activity change, negative = inhibition, actives largely listed as inhibitors. 0.01% of 330,000 active. O75604. USP2 core, Ub-CHOP2 coupled fluorogenic reporter, 485/531;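 note: potency is the fitted concentration of half-maximal effect; plate controls were DMSO wells for no effect and full inhibition by NEM control for full effect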
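USP2 core (10nM final) preincubated 30min RT with compound in 20mM Tris-HCl pH 8.0, 2mM CaCl2, 2mM beta-mercaptoethanol, 0.05% CHAPS; 25nM Ub-CHOP2 plus 25nM reporter substrate added, fluorescence (Ex485/Em531) read after 60min.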
ASM inhibitor: blocks human secretory acid sphingomyelinase | 0.006% of 340,000 active | P17405 | placental ASM, HMU-PC fluorogenic substrate, 60 min | Potency, µM (series often up to 57.5 µM), inactives show top-dose activity change, negative = inhibition, most hits filed as inhibitors; note: potency is the fitted concentration of half-maximal effect
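Fluorescence read-out (Ex 386 nm, Em 447 nm) after stopping the reaction at pH 10. Enzyme: ASM from human placenta; substrate HMU-PC0, 9 uM final; 60 min, 37 °C. Compound preincubation 10 min, ambient temperature.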
PKM2 activator: PKM2 (human) enzyme activation. purified PKM2, Kinase-Glo ATP luminescence, activation; response scale: 0% is enzyme alone, no compound. P14618. Potency, µM (titrated, usually from 57.5 µM), for inactives: top-dose activation, usual class: activators. AID 1631. 0.34% of 260,000 active; note: potency is the fitted concentration of half-maximal effect; % is set by controls: 0 for no effect and ±100 for the full control effect; nearly all actives have a fitted effect of over 55% in size
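Purified hPK-M2 (>95% pure) converted ADP (0.1 mM final) to ATP with 0.5 mM PEP in 50 mM imidazole pH7.2, KCl, MgCl2, Tween 20, BSA; 1 h at room temperature. ATP detected by Kinase-Glo luminescence.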
Chronic BCR inh: blocks chronic active B-cell receptor signaling. ABC-DLBCL IkBa-CBG/CBR reporter, luminescence ratio, 4 h. Potency, µM (top dose mostly 46.1 µM), inactives show at the highest dose ratio change, negative = lower green/red ratio, most hits filed as inhibitors. 0.05% of 340,000 active. AID 493014; active = well fitted inhibition curve with a large enough effect in the signal ratio, with a control signal flat, not every such curve was filed as active; inconclusive = small, poorly fitted or top-dose-only effect, or effect the other way, or a change in a side signal; the % refers to the signal ratio;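 note: potency is the fitted concentration of half-maximal effect; plate controls were basal doxycycline-induced cells for no effect and cells given 10 µM MG132 for full effect; MG132 reads +100%, hits lower the ratio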
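Concentration-response series (up to 46 uM) were applied to TMD8 dual-reporter cells for 4 h at 37C with doxycycline. Green/red ratio, after filter-overlap correction, defined %Activity; red signal alone was normalised to basal cells and zero luminescence.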
GALK inh: galactokinase (human) inhibition | P51570 | Purified GALK, Kinase-Glo residual ATP luminescence | Potency, µM (doses to about 57.5 µM), without a hit: top-dose activity change, negative = inhibition, usual class: inhibitors | 0.007% of 270,000 active; note: potency is the fitted concentration of half-maximal effect; % is set by controls: 0 for no effect and ±100 for the full control effect
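Human GALK (5 nM) with 35 uM ATP and 100 uM galactose in 20 mM HEPES pH 8.0, 5 mM MgCl2, 60 mM NaCl, 1 mM DTT, 0.01% BSA. After 1 h at room temperature, leftover ATP was read by Kinase-Glo Plus luminescence.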
MBNL1-CUG inh: MBNL1-poly(CUG) RNA binding inhibition; Q9NR56; TR-FRET MBNL1-His/biotin-(CUG)12 binding, 665/545 ratio; Potency, µM (series often up to 57.5 µM), for inactives: at the highest dose activity change, negative = inhibition, hits mostly inhibitors; 0.036% of 280,000 active; AID 2675; active = well fitted inhibition curve with a large enough effect in the signal ratio, with a control signal flat, not every such curve was filed as active; inconclusive = small, poorly fitted or top-dose-only effect, or effect the other way, or a change in a side signal; inactive = no such curve, though single readings can be large or run the other way; the % refers to the signal ratio; note: potency is the fitted concentration of half-maximal effect; % is set by controls: 0 for no effect and ±100 for the full control effect
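His-tagged MBNL1 binding to biotinylated (CUG)12 RNA was measured by TR-FRET using terbium anti-His antibody (0.055 ng/ul final) and streptavidin-XL665 (5 nM final). Compounds were titrated 92 nM to 58 uM; 60 min at room temperature.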
KCNH2 WT inh: blocks the wildtype human KCNH2 potassium channel; activity change, % at 1.84 µM; AID 720551; 0.37% of 340,000 active; U2OS, BacMam KCNH2, thallium flux FluxOr; stronger effect = lower value;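 active = maximum activity change below -70%; inconclusive = maximum activity change between -70% and -50%; inactive = maximum activity change above -50%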; note: % is set by controls: 0 for no effect and ±100 for the full control effect
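U2OS cells were transduced with wild-type KCNH2 virus (2.03 x 10^8 / mL) for 4 h at room temperature, then cultured overnight at 37 C. Thallium flux was read with FluxOr dye. Rate constants were normalized to DMSO controls.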
Menin-MLL TR inh: inhibitors of human menin-MLL interaction, mutant MLL peptide; O00255; Menin + Texas Red MLL mutant peptide, fluorescence polarization; Potency, µM (highest dose often 61.6 µM), inactives show top-dose FP activity change, negative = inhibition, most hits filed as inhibitors; 0.23% of 270,000 active; active = well fitted inhibition curve with a large enough effect in the polarisation, with a control signal flat, not every such curve was filed as active; inconclusive = small, poorly fitted or top-dose-only effect, or effect the other way, or a change in a side signal; inactive = no such curve, though single readings can be large or run the other way; the % refers to the polarisation; note: potency is the fitted concentration of half-maximal effect; % of control where 0% means no effect; many of its hits are not listed in these tables
An asterisk follows results filed as active; [ ] = another dose, or the depositor's remark. Unless noted, calls come from the whole dose curve; as a rule, active = well fitted curve in the direction sought with a large enough effect; inconclusive = small, poorly fitted or top-dose-only effect, or another doubt; inactive = no such curve, though single readings can be large; an effect the other way counts as inactive or inconclusive. Only part of the results is shown. The share of hits here may be higher or lower than overall.

For Cc1nc(SCc2ccc(OCCC(C)C)cc2)n[nH]1 the results were Mito fusion yeast 3%, TSHR antagonist -3, Eya2 phos inh -11%, USP2a inh 4%, ASM inhibitor 8%, PKM2 activator -3%, Chronic BCR inh 10%, GALK inh 6%, MBNL1-CUG inh -4% and Menin-MLL TR inh 19%.
`Cc1ccc(NC(=O)CNc2ccccc2N2CCCC2=O)cc1S(=O)(=O)N1CCOCC1` gave Mito fusion yeast 1%, TSHR antagonist 2, Eya2 phos inh 25%, USP2a inh 0%, ASM inhibitor -2%, Chronic BCR inh inconclusive and KCNH2 WT inh 3.
COc1ccccc1C1=NOC(Cn2c(=O)c3c(ncn3C)n(C)c2=O)C1 (stereo not drawn) was read as Mito fusion yeast -3%, TSHR antagonist -9, Eya2 phos inh -7%, USP2a inh 0%, ASM inhibitor 0%, PKM2 activator -1%, Chronic BCR inh inconclusive, GALK inh 1%, MBNL1-CUG inh 2%, KCNH2 WT inh -3 and Menin-MLL TR inh -10%.
`Cc1ccc(C)c(NC(=O)c2ccccc2NS(=O)(=O)c2cc([N+](=O)[O-])ccc2C)c1` gave Mito fusion yeast 12%, TSHR antagonist inconclusive, Eya2 phos inh 0%, USP2a inh -4%, ASM inhibitor -1%, PKM2 activator 2%, Chronic BCR inh inconclusive, GALK inh 0%, KCNH2 WT inh -8 and Menin-MLL TR inh inconclusive.
For COCCCn1c(=O)c2sccc2n(Cc2ccccc2)c1=O the results were Mito fusion yeast 3%, TSHR antagonist -3, Eya2 phos inh 11%, USP2a inh 3%, ASM inhibitor -4%, PKM2 activator -4%[11.5 µM], Chronic BCR inh 0%, GALK inh -2%, MBNL1-CUG inh -1%, KCNH2 WT inh 8 and Menin-MLL TR inh 4%.
`COc1cc(SC)ccc1C(=O)Nc1ncc(C)s1` gave Mito fusion yeast 0%, TSHR antagonist -15, Eya2 phos inh -7%, USP2a inh 2%, ASM inhibitor -4%, PKM2 activator -8%, Chronic BCR inh inconclusive, GALK inh 3%, MBNL1-CUG inh -5% and Menin-MLL TR inh 25%.
Screening O=C(/C=C/c1ccccn1)c1cc(Br)ccc1O returned Mito fusion yeast -10%, TSHR antagonist -6, Eya2 phos inh -1%, USP2a inh 0%, ASM inhibitor 3%, PKM2 activator 3%, Chronic BCR inh -1%, GALK inh -1% and KCNH2 WT inh -22.
Cc1cccc(Cn2cnc3ccccc32)c1 was read as Mito fusion yeast -2%, TSHR antagonist -1, Eya2 phos inh 15%, USP2a inh 0%, ASM inhibitor -2%, PKM2 activator -1%, Chronic BCR inh -24%, GALK inh 4%, MBNL1-CUG inh -2%, KCNH2 WT inh 17 and Menin-MLL TR inh -10%.
CS(=O)(=O)c1ccc2nc(NC(=O)c3ccc(Cl)cc3)sc2c1 was read as Mito fusion yeast -1%, TSHR antagonist 9, Eya2 phos inh -3%, USP2a inh 1%, ASM inhibitor 0%, PKM2 activator -7%, Chronic BCR inh inconclusive, GALK inh 0%, MBNL1-CUG inh inconclusive, KCNH2 WT inh 6 and Menin-MLL TR inh inconclusive.
For Cc1cccc(C)c1NC(=O)CSc1cc(C(=O)c2nccn2C)c2ccccc2n1 the results were Mito fusion yeast 16%, TSHR antagonist 10, Eya2 phos inh -8%, USP2a inh 0%, ASM inhibitor -2%, PKM2 activator -5%, Chronic BCR inh 0%, GALK inh 2%, KCNH2 WT inh 2 and Menin-MLL TR inh inconclusive.
O=C(/C=C/c1ccco1)Nc1ccc2nc3n(c(=O)c2c1)CCCC3 was read as Mito fusion yeast -9%, TSHR antagonist 3, Eya2 phos inh -4%, USP2a inh -1%, ASM inhibitor -2%, PKM2 activator -1%, Chronic BCR inh 0%, GALK inh 5%, MBNL1-CUG inh inconclusive, KCNH2 WT inh 5 and Menin-MLL TR inh -1%.
Screening CCCCNc1ncnc2sc3c(c12)CCN(CCC)C3 returned Mito fusion yeast 26%, TSHR antagonist -8, Eya2 phos inh -13%, USP2a inh 5%, ASM inhibitor 123%[activator], Chronic BCR inh 2%, GALK inh 1%, MBNL1-CUG inh 23%, KCNH2 WT inh -3 and Menin-MLL TR inh -13%.
Screening O=C(Nc1nc2c(F)cc(F)cc2s1)c1ccc([N+](=O)[O-])o1 returned Mito fusion yeast -9%, TSHR antagonist -32, Eya2 phos inh 14%, USP2a inh 2%, ASM inhibitor 2%, PKM2 activator -28%, MBNL1-CUG inh 8%, KCNH2 WT inh 4 and Menin-MLL TR inh inconclusive.
For COc1ccc(C2CC(=O)N3CN(c4ccc(C)c(Cl)c4)CSC3=C2C#N)cc1 (stereo not drawn) the results were Mito fusion yeast 5%, TSHR antagonist -11, Eya2 phos inh 0%, USP2a inh 2%, ASM inhibitor 7%, PKM2 activator -11%, Chronic BCR inh 2%, GALK inh 2%, MBNL1-CUG inh 30%, KCNH2 WT inh 6 and Menin-MLL TR inh 5%[11.7 µM].
`Cc1cccc(NC(=O)c2ccc3c(c2)OCCO3)n1` gave Mito fusion yeast -3%, TSHR antagonist 2, Eya2 phos inh -7%, USP2a inh 2%, ASM inhibitor 5%, PKM2 activator -31%, Chronic BCR inh inconclusive, GALK inh 2%, MBNL1-CUG inh 0% and KCNH2 WT inh -8.
Screening NS(=O)(=O)c1ccc(NC(=O)CCc2ccccc2)cc1 returned Mito fusion yeast -4%, TSHR antagonist 1, Eya2 phos inh 4%, USP2a inh -1%, ASM inhibitor -2%, PKM2 activator -3%, Chronic BCR inh inconclusive, GALK inh 0%, MBNL1-CUG inh -5%, KCNH2 WT inh -3 and Menin-MLL TR inh -25%.
Screening O=C(Nc1ccccc1)/C(=C1\CCCN1)[N+](=O)[O-] returned Mito fusion yeast 0%, TSHR antagonist 8, Eya2 phos inh -5%, USP2a inh 5%, ASM inhibitor -2%, PKM2 activator -5%, Chronic BCR inh 0%, GALK inh 12%, MBNL1-CUG inh 5%, KCNH2 WT inh 5 and Menin-MLL TR inh -6%.
Screening Nc1[nH]c2cc([N+](=O)[O-])ccc2c1-c1ccccn1 returned Mito fusion yeast -18%, TSHR antagonist -5, Eya2 phos inh -4%, USP2a inh -5%, ASM inhibitor -18%, PKM2 activator -3%, Chronic BCR inh inconclusive, GALK inh 2%, MBNL1-CUG inh inconclusive, KCNH2 WT inh 5 and Menin-MLL TR inh inconclusive.
Screening Cc1ccc(C(=O)Nc2ncc([N+](=O)[O-])s2)cc1 returned Mito fusion yeast -12%, TSHR antagonist inconclusive, Eya2 phos inh -6%, USP2a inh 0%, ASM inhibitor -3%, PKM2 activator -36%, GALK inh -2%, MBNL1-CUG inh inconclusive, KCNH2 WT inh -16 and Menin-MLL TR inh inconclusive.
`COc1ccc(C)cc1NC(=S)Nc1ccccc1SC` gave Mito fusion yeast 3%, TSHR antagonist -6, Eya2 phos inh 5%, USP2a inh 3%, ASM inhibitor 5%, PKM2 activator 2%, Chronic BCR inh -1%, GALK inh 4%, MBNL1-CUG inh -3%, KCNH2 WT inh -20 and Menin-MLL TR inh -12%.
COc1ccc(N(CCC(=O)NCCc2ccccc2)S(=O)(=O)c2ccc(C)cc2C)cc1 was read as Mito fusion yeast -4%, TSHR antagonist 44, Eya2 phos inh -6%, USP2a inh -2%, ASM inhibitor -2%, Chronic BCR inh 3% and KCNH2 WT inh 12.
`CCN(C(=O)COC(=O)c1cc(S(=O)(=O)N2CCOCC2)ccc1F)C1CCS(=O)(=O)C1` (stereo not drawn) gave Mito fusion yeast 10%, TSHR antagonist 16, Eya2 phos inh 23%, USP2a inh 1%, Chronic BCR inh 11% and KCNH2 WT inh -8.
